Assay outcomes deposited in PubChem BioAssay by several laboratories.
NPY-Y1 PAM-ag – potentiates or activates human NPY-Y1 receptor. NPY-Y1 expressing cells, potentiator/agonist activation. activation, % at 3.6 µM. P25929. AID 1304. actives 0.37% (n = 220,000); in the data active = activation above about 33%, passing the limit was not always enough;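 note: cells stimulated with NPY at EC10 then isoproterenol at EC100; 0% = low agonist plus stimulus and 100% = saturating agonist plus stimulus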
S1P4 antagonist – antagonists of human S1P4 receptor. actives 0.26% (n = 220,000). O95977. inhibition, % at 4.98 µM. S1P4-expressing cells, antagonist mode, reporter read-out; in the data active = inhibition above about 29%;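 note: 0% = wells stimulated with agonist and 100% = vehicle wells without agonist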
Ba/F3 V617F tox – lowers viability of Ba/F3 cells expressing EpoR and JAK2V617F; ATP luminescence; inhibition, % at 5.6 µM; actives 1.1% (n = 220,000); AID 1446;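 active = inhibition above the campaign mean plus 3 SD over all tested compounds, cut at about 24% in these data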;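 note: cytokine-independent growth of Ba/F3 cells driven by EpoR plus mutant JAK2; 0% = DMSO-treated cells and 100% = JAK inhibitor I control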
NPY-Y1 antag – NPY-Y1 (human) receptor antagonism; P25929; HEK293-CNG Y1 cells, membrane potential fluorescence; NPY at EC95, then isoproterenol; inhibition, % at 3.6 µM; actives 1% (n = 200,000); AID 1040;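 active = inhibition above the campaign mean inhibition of all tested compounds plus 3 SD, cut at about 20% in these data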;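 note: 0% = DMSO wells given NPY plus isoproterenol and 100% = isoproterenol alone without NPY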
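Test system – HEK293 Y1/CNG channel cell line · Also added – NPY agonist 25 nM, then isoproterenol 1 µM plus Ro 20-1724 25 µM · Compound dosing – one concentration, 3.6 µM, in 0.4% DMSO · Schedule – compound incubation 1 h at room temperature, readout 45 min post-stimulation · Technique – fluorescence, membrane potential probe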
BaF3 parental – parental Ba/F3 viability inhibition as JAK2V617F counter-screen. actives 1.1% (n = 220,000). AID 1486. CellTiter-Glo ATP luminescence. inhibition, % at 5.6 µM;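 active = inhibition above a per-campaign cutoff, the mean inhibition of all tested compounds plus 3 SD, cut at about 27% in these data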;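 note: 0% = DMSO wells and 100% = JAK Inhibitor I control wells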
S1P4 agonist – activates the human S1P4 receptor; O95977; S1P4-expressing cell line, agonist reporter assay; activation, % at 4.98 µM; actives 0.35% (n = 220,000); in the data active = activation above about 11%;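 note: 0% = DMSO vehicle and 100% = reference agonist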
RBBP9 inhibitor – human RBBP9 hydrolase inhibition; recombinant RBBP9, FP-Rh probe fluorescence polarization; inhibition, % at 7.94 µM; actives 0.2% (n = 220,000); O75884;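 active = inhibition above the campaign mean of all tested compounds plus 3 SD, cut at about 14% in these data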;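 note: plate controls were DMSO wells with RBBP9 for no effect and wells lacking RBBP9 protein for full effect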
Target sequence (O75884 whole entry, looked up): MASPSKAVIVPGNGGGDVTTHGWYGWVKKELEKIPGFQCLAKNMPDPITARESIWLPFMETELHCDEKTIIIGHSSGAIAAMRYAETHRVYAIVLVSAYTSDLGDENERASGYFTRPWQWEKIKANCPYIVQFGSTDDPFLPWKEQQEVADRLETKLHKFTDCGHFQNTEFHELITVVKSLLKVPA
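system = RBBP9 protein | input = RBBP9 at 2.5 µM in dispensed solution, before mixing | measured by = fluorescence polarization (mP), excitation 525 nm, emission 598 nm | incubation = enzyme-compound preincubation 30 min, then probe labeling 45 min, 25 °C | buffer or medium = Tris-NaCl-Pluronic buffer, pH 8.0 | compound = single dose 7.94 µM | also added = FP-Rh probe, 375 nM dispensing solution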
Runt-CBFb FRET – Runt domain-CBFb interaction inhibition | Cerulean-Runt/Venus-CBFb FRET ratio 530/480, 1 h | inhibition, % at 20 µM | AID 1496 | actives 0.46% (n = 220,000);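 active = inhibition over about 50% at 20 µM in the single-dose screen, limit read from the data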;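 note: 0% = DMSO wells and 100% = excess unlabeled CBFb competitor control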
Target sequence (Q01196 whole entry, looked up, the tested form may be a part): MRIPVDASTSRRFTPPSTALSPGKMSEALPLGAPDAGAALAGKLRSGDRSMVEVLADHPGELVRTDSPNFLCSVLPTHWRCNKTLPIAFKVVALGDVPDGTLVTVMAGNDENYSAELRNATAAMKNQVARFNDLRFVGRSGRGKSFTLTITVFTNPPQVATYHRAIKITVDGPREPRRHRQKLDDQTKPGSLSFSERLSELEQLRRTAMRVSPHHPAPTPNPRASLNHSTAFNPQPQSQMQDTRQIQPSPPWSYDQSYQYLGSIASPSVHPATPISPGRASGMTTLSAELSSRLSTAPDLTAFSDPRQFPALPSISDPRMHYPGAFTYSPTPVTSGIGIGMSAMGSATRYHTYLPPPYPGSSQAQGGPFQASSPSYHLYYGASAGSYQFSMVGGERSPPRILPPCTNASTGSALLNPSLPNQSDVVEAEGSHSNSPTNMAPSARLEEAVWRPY
Target sequence (Q13951 whole entry, looked up, the tested form may be a part): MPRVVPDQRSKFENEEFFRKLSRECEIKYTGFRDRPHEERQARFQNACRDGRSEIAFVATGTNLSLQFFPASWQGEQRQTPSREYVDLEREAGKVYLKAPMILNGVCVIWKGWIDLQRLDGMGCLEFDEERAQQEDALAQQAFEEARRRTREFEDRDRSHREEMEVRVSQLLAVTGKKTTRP
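Schedule: protein complex preformed 1 h, compound exposure 1 h, room temperature, dark; test system: Cerulean-labeled Runt domain protein; amount: 100 nM per protein; buffer or medium: Tris 50 mM pH 7.5, KCl, K2SO4, 0.01% BSA; read-out: loss of energy transfer signal; detection: FRET fluorescence; controls: 5 µM unlabeled CBFb as full-inhibition high control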
NPY-Y2 PAM-ag – potentiators or agonists of human neuropeptide Y receptor Y2; cells expressing NPY-Y2, potentiator/agonist read-out; activation, % at 3.6 µM; actives 0.45% (n = 220,000); in the data active = activation above about 27%;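 note: cells stimulated with NPY near EC25 plus isoproterenol at EC100; 0% = vehicle plus submaximal agonist and 100% = vehicle plus saturating agonist; some results beyond the cut were filed as inactive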
Numbers without * were called inactive; / = no result given. Rows are unselected, and some 3.6% of all compounds hit somewhere here.

SMILES	NPY-Y1 PAM-ag	S1P4 antagonist	Ba/F3 V617F tox	NPY-Y1 antag	BaF3 parental	S1P4 agonist	RBBP9 inhibitor	Runt-CBFb FRET	NPY-Y2 PAM-ag
COc1ccc(NC(=O)C(Sc2nnc3ccccn23)c2ccccc2)cc1Cl (centres undefined)	-7	-18	0	3	4	4.4	-4	0	-1
O=C(Nc1ccccc1C(=O)NC1CCCC1)NC1CCCC1	-9	-18	3	4	6	0.4	-5	1	-9
CC(C)CCNC(=O)CSc1nc2ccccc2s1	-24	-18	0	9	-5	2.8	-7	0	-17
CCOC(=O)Cn1ccc(O)c(Cc2ccc(Cl)cc2Cl)c1=O	18	-11	-5	8	0	0.0	4	0	6
CN(C)c1ccc(/C=C/C(O)=C2/C(=O)N(C)C3(C)CC2c2ccccc2O3)cc1 (centres undefined)	-8	-33	0	-2	3	-0.7	-8	-69	6
CCOC(=O)N1CCC(N2CCN(S(=O)(=O)c3ccc4ccccc4c3)CC2)CC1	-4	-4	-2	-2	4	-4.8	3	-2	16
CCOC(=O)C1=C(C)N(C)C(C)=C(C(=O)OCC)C1c1ccccn1	20	-2	-4	-10	-3	1.6	-3	-2	8
CCOC(=O)c1cc2occc2n1Cc1c(F)cccc1Cl	-29	-14	0	3	4	-1.7	-4	3	11
Cc1noc(NS(=O)(=O)c2ccc(NC(=O)CCN3C(=O)c4ccccc4C3=O)cc2)c1C	4	6	-3	0	5	0.2	-8	0	-3
COCCNc1c2c(c(C#N)c3nc4ccccc4n13)CCCC2	-1	3	1	2	5	1.6	-2	36	-2
COc1ccccc1-c1n[nH]c(=S)n1N	-12	-15	3	5	7	1.3	-6	5	7
O=C1CSC(c2cccnc2)N1CC1CC1 (centres undefined)	1	12	-3	/	-2	0.3	3	6	-7
CC(C)(C)C(=O)NC(=S)NCCc1ccccc1	14	-5	0	-1	-1	0.8	-6	0	10
Cc1ccccc1C(=O)Nc1ccc(S(=O)(=O)N2CCN(C)CC2)cc1	-27	8	-3	2	4	-1.0	-8	0	11
Cc1ccc(-n2c3c(c(O)c(-c4ccccc4)c2=O)C(=O)CC(C)(C)C3)cc1	2	-4	3	1	6	1.9	-4	-2	6
Cn1c(=O)[nH]c(=O)c2c1nc(N1CCCCC1)n2C/C=N/Nc1ccc(C(=O)O)cc1	8	10	1	/	5	-0.1	2	0	0
COC(=O)c1ccc(CSc2nc3ccccc3s2)o1	2	12	-2	4	4	0.1	2	2	7
O=c1[nH]c(SCc2nc3c(cnn3-c3ccccc3)c(=O)[nH]2)nc2ccccc12	10	-11	0	5	4	1.1	-7	32	0
COc1ccc(NC(=O)Cn2cc(C(=O)c3ccco3)c3ccccc32)cc1	3	-21	-2	3	0	0.5	-6	-4	-34
CC(=O)c1ccc(OCC(O)CN2CCN(c3ccccn3)CC2)cc1 (centres undefined)	4	-9	0	11	8	1.1	2	4	-5
O=C1c2cccc3cccc(c23)C(=O)N1CC1CCN(S(=O)(=O)c2ccc(F)cc2)CC1	-25	2	1	-2	1	-0.4	-3	2	-2
Cc1ccc(C)c(S(=O)(=O)N2CCN(Cc3ccc(O)c4ncccc34)CC2)c1	-2	-4	21	1	1	0.2	0	-1	8
Nc1cc(C(=O)OCC(=O)NCC2CCCO2)ccc1Cl (centres undefined)	-16	-10	-3	-4	4	-2.8	-13	-2	-7
COC(=O)c1c(NC(NC(=O)C(C)C)C(Cl)(Cl)Cl)sc2c1CCC2 (centres undefined)	8	-19	-1	0	4	0.8	-1	5	7
CCOc1ccc(NC(=O)c2cc3n(n2)C(C(F)(F)F)CC(c2ccco2)N3)cc1 (centres undefined)	5	-12	-1	-5	6	0.1	0	-3	10
Later entries.
SMILES	NPY-Y1 PAM-ag	S1P4 antagonist	Ba/F3 V617F tox	NPY-Y1 antag	BaF3 parental	S1P4 agonist	RBBP9 inhibitor	Runt-CBFb FRET	NPY-Y2 PAM-ag
c1ccc(Cn2nnc3cnccc32)cc1	25	8	-3	-3	10	-0.1	0	0	19
O=C(Nc1nnc(-c2ccccc2)o1)c1cc(Cl)sc1Cl	6	-30	3	-3	6	0.6	-12	0	-9
O=C(/C(=C(\O)c1ccccc1)c1ncc[nH]1)c1ccccc1	2	-2	2	-1	5	1.0	6	-1	3
COc1ccc(NC(=O)c2ccccc2SC)cc1	26	17	0	2	8	1.4	0	0	0
CCN(/N=C/c1ccccc1)c1cc(=O)n(C)c(=O)[nH]1	-17	-9	-2	8	6	-0.1	-8	0	-3
C=CCC1NCCc2c(Br)cccc21 (centres undefined)	-11	0	1	5	-2	-0.6	-14	0	-6
CCCC(=O)NCCc1cc(OC)c(OC)cc1Br	-8	-17	1	2	5	-2.8	-7	-3	4
Cc1c(C#N)c2ncnc(N)c2n1-c1ccccc1	4	-1	0	-1	3	0.2	-6	0	5
CCN1C(=O)c2ccccc2Sc2ccc(C(=O)NCCN3CCOCC3)cc21	18	4	1	-3	3	-0.7	-7	-2	19
COc1ccc(-c2nc3cnccn3c2Nc2ccc3c(c2)OCO3)cc1	-10	0	-1	14	-1	-0.8	0	11	19
CCCCC(=O)Nc1cccc(C(=O)N/N=C/c2ccc(OC)cc2OC)c1	0	-2	2	-1	7	2.3	-5	1	-2
CCOC(=O)C1=C(C)N=c2s/c(=C3\C(=O)Nc4ccccc43)c(=O)n2C1c1ccc2c(c1)OCO2 (centres undefined)	23	-6	-2	-3	2	-1.4	2	16	28
CCN(CC)/C(N)=N/c1nc(C)cc(C)n1	11	-22	3	-3	2	2.5	-6	-1	9
CCCc1cc(=O)oc2cc(Oc3ncccn3)ccc12	7	23	-3	-3	-4	-1.3	-9	2	-1
COc1ccc(C(C)=O)cc1CSc1nc2ccccc2c(=O)n1-c1ccccc1C	-12	-17	1	15	8	-2.4	-7	-2	-1
Cc1noc(NC(=O)c2ccccc2)c1C#N	-18	-6	-2	-2	-4	1.2	-3	-1	2
CCC(=O)Nc1ccc(NC(=O)c2ccc3c(c2)OCO3)cc1	2	14	-5	-3	-1	-2.2	-8	0	3
COc1ccc(C(=O)NCC(=O)N2CCCCC2)cc1OC	-6	-3	0	0	2	3.3	-6	/	18
Cc1ccc(CCNC(=O)C2CCCN(S(=O)(=O)c3c(C)nn(C)c3C)C2)cc1 (centres undefined)	3	8	2	2	3	-0.3	1	1	-21
COc1ccc(C(=O)N2CCN(c3nc4ccccc4o3)CC2)cc1OC	-11	-2	2	2	10	-1.3	-3	1	-15
O=C(N1CCOCC1)N1CCN(c2nc(-c3ccccc3)cs2)CC1	-3	10	-3	-3	-3	-0.3	0	1	11
CCC(C)NS(=O)(=O)c1ccc(NC(=O)c2ccc([N+](=O)[O-])cc2Cl)cc1 (centres undefined)	1	-5	4	-4	5	-0.8	-10	4	2
Cc1ccc2c(Cl)c(C(=O)NCCc3ccccc3)sc2c1	-12	-10	-2	11	4	-0.4	3	-3	-15
O=C1CC(c2ccccc2)=Nc2ccccc2N1	8	-4	1	10	7	-0.5	-7	2	4
O=C(CCn1cccc1)NCc1ccccc1	11	3	0	3	1	0.9	-7	-2	9

Structures listed so far that contain a thiophene ring, fused or not, in the order listed:
SMILES	NPY-Y1 PAM-ag	S1P4 antagonist	Ba/F3 V617F tox	NPY-Y1 antag	BaF3 parental	S1P4 agonist	RBBP9 inhibitor	Runt-CBFb FRET	NPY-Y2 PAM-ag
COC(=O)c1c(NC(NC(=O)C(C)C)C(Cl)(Cl)Cl)sc2c1CCC2 (centres undefined)	8	-19	-1	0	4	0.8	-1	5	7
O=C(Nc1nnc(-c2ccccc2)o1)c1cc(Cl)sc1Cl	6	-30	3	-3	6	0.6	-12	0	-9
Cc1ccc2c(Cl)c(C(=O)NCCc3ccccc3)sc2c1	-12	-10	-2	11	4	-0.4	3	-3	-15

Further compounds follow.
SMILES	NPY-Y1 PAM-ag	S1P4 antagonist	Ba/F3 V617F tox	NPY-Y1 antag	BaF3 parental	S1P4 agonist	RBBP9 inhibitor	Runt-CBFb FRET	NPY-Y2 PAM-ag
CC1CCCCC1NC(=O)CN1CCN(Cc2ccccc2Cl)C1=O (centres undefined)	-6	-18	-2	5	0	0.6	2	0	-4
Cc1cc(C)c(C#N)c(SCC(=O)N2CCN(Cc3ccccc3)CC2)n1	-25	-4	1	11	-1	-0.7	-3	-5	-8
CC(C)CN1CCN(Cc2ccc(C#CC(C)(C)O)cc2)CC1CCO (centres undefined)	-7	-5	2	4	2	-0.2	3	0	4
O=C(Nc1nc2ccc(S(=O)(=O)N3CCCCC3)cc2s1)c1cccnc1	-15	-23	3	-4	10	-1.2	-4	-11	-2
COc1ccc(C)cc1-n1nnnc1SC/C(O)=C(\C#N)c1nc2ccccc2[nH]1	-7	-3	-2	7	0	0.0	-1	1	0
COc1cccc(NC(C)(C)c2nnnn2-c2c(C)cccc2C)c1	-14	2	0	/	-1	-2.4	-5	-2	-10
COc1ccccc1NC(=O)COC(=O)c1ccc([N+](=O)[O-])s1	-1	-18	0	-1	2	0.5	-4	2	2
C/C(=N\OCC(=O)Nn1c(C)nc2ccccc2c1=O)c1cccs1	-28	7	-5	/	-5	-0.5	-4	2	-3
CC1CC(C)(C)NC(=S)N1CCCC(=O)Nc1ccc(Br)cc1 (centres undefined)	11	20	0	7	3	-1.3	-4	0	-5
CCN(CC)S(=O)(=O)c1ccc(C(=O)NCc2n[nH]c(=S)n2-c2ccccc2OC)cc1	-2	6	1	1	4	2.0	-7	5	3
COc1ccc(-c2nc(NC(=O)c3ccc(OCC(=O)N4CCOCC4)c(OC)c3)sc2C)cc1	9	-13	-5	4	0	0.4	-2	2	3
CC(=O)c1c(C)[nH]c(C(=O)OCC(=O)Nc2sc3c(c2C#N)CCC(C)C3)c1C (centres undefined)	-15	-23	-1	/	-5	0.7	5	-4	30
CCCn1c(=S)[nH]c2cc(C(=O)N3CCc4ccccc43)ccc2c1=O	-11	-4	-1	6	5	-0.7	-10	1	-13
CSc1nc(N)nc(C2CC2)n1	16	10	-4	/	-2	1.8	0	2	2
C=CCn1c(SCC(=O)Nc2ccccc2OC)nnc1-c1ccccn1	5	0	-1	1	4	-2.3	-8	1	9
O=C(c1ccc(Cl)cc1)C1CCN(C(=O)NC2CCCCC2)CC1	-2	-29	0	-6	6	-2.6	5	-2	4
Cc1ccc(N2C(=O)c3ccccc3C2Nc2cccnc2)nc1 (centres undefined)	-4	7	2	7	3	0.3	-5	-3	-13
Cc1cc(C)c2c(N)c(C(=O)c3ccc(Cl)c(Cl)c3)sc2n1	13	-8	0	5	8	2.4	-5	/	-5
Cc1nn(CC#N)c(=O)n1-c1ccccc1F	0	-5	-2	2	3	1.6	-9	1	-8
CCOc1ccccc1C(=O)NCC(=O)NCCCc1ccccc1	-14	11	1	6	4	0.9	-6	-3	7
COc1cc(C(=O)N2CCC(N3CCCCCC3)CC2)cc(OC)c1OC	-10	-18	-2	1	4	1.8	-8	/	-5
O=C(O)CCCC(=O)NCCc1cccc(Cl)c1	-10	-14	4	-2	1	-0.6	-9	0	-12
CC(C)n1nnnc1-c1ccc(Cl)cc1	13	-11	1	0	4	-0.8	3	-1	10
